PPARg SRC2 recr: agonists of SRC-2 recruitment by human PPARgamma. P37231. PPARgamma LBD-SRC-2 recruitment, biochemical. activation, % at 8 µM. 200,000 compounds, 0.34% hits; in the data active means activation above about 22%;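 further: 0% = vehicle and 100% = reference agonist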
Target sequence (P37231 whole entry, looked up, the tested form may be a part): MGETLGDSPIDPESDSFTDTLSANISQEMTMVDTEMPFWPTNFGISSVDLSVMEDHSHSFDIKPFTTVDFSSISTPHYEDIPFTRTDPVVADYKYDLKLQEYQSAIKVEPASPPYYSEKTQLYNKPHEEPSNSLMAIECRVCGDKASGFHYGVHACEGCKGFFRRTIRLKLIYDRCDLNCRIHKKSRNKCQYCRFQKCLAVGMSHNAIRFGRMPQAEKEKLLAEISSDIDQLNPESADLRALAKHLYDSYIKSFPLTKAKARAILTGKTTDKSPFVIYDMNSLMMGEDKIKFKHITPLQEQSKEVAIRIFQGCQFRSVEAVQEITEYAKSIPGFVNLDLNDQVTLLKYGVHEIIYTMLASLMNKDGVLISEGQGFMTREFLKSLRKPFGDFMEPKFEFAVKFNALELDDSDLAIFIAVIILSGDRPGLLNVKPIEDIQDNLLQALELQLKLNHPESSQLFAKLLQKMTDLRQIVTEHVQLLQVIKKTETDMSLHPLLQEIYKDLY
PMI activator: activators of human phosphomannose isomerase; P34949; purified human PMI, coupled resazurin fluorescence, 20 min; stronger effect = higher value; 1 = vehicle control, 0 substrate-free wells; activation factor at 20 µM; 190,000 compounds, 0.005% hits;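 active means activation factor of 2 or more at 20 µM, relative to plate controls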
TR-FRET SRC-2 ct: TR-FRET artefact, counter-screen to PPARgamma/SRC-2 agonist assay; TR-FRET ratio at 8 µM; AID 1049; 200,000 compounds, 0.4% hits; stronger effect = higher value; in the data active means TR-FRET ratio above about 2000; further: inactives centre near 1500
ROMK primary: human ROMK K+ channel modulation, primary screen. Tet-inducible ROMK, thallium flux fluorescence; actives lie on both sides. B-score at 10 µM. 130,000 compounds, 2% hits;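 active means signal ratio slope over the read window, or its plate-corrected B-score, at least 3 SD from the plate mean, either direction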;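 further: B-score of the F/F0 ratio slope over 7 to 12 s after thallium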
PPARg SRC-1 ag: agonists of human PPARgamma SRC-1 coactivator recruitment | P37231 | PPARgamma-SRC-1 coactivator recruitment biochemical assay | activation, % at 8 µM | 200,000 compounds, 0.41% hits; in the data active means activation above about 19%;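 further: 0% = DMSO and 100% = reference agonist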
PMI act hi M6P: activators of human phosphomannose isomerase at near-saturating mannose 6-phosphate; 190,000 compounds, 0.34% hits; activation factor at 20 µM; P34949; coupled PMI enzyme assay, resazurin fluorescence, 20 min; stronger effect = higher value; 1 = untreated enzyme, 0 = substrate-free blank; AID 1216;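 active means activation factor of 2 or more at 20 µM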
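test system = human PMI in coupled enzyme assay | medium = HEPES-buffered pH 7.4 with magnesium and detergent | also added = 1.0 mM mannose-6-phosphate substrate with 0.22 mM NADP+ | compound = 20 µM single dose | times = 20 min incubation at room temperature | measured by = resorufin fluorescence (Ex 544/Em 590 nm) from resazurin via diaphorase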
S1P3 antagonist: antagonists of human S1P3 receptor. 170,000 compounds, 0.27% hits. CHO S1P3 NFAT-BLA reporter, FRET fluorescence, antagonist mode. Q99500. inhibition, % at 4.98 µM;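 active means inhibition above the plate cutoff, the mean inhibition of test wells on that plate plus 3 SD, cut at about 28% in these data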;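 further: cells challenged with S1P at its EC80 of 0.8 µM; blue over green emission ratio from cleaved BLA substrate after 4 h stimulation; 0% = S1P-stimulated wells and 100% = unstimulated DMSO-only wells; some compounds past the cut are filed as inactive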
Target sequence (Q99500 whole entry, looked up): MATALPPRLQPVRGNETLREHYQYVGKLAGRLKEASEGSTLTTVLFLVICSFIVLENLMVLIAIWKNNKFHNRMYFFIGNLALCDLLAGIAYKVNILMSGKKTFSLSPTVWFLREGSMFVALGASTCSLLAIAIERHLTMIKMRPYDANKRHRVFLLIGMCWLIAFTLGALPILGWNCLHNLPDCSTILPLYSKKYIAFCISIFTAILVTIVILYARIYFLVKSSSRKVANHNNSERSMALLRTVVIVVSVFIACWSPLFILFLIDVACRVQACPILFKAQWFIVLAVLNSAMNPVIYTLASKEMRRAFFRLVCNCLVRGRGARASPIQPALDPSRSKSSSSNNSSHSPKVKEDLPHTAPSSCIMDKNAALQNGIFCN
Diaph inh CS: inhibits diaphorase or chemically oxidizes, flagging diaphorase assay artifacts; diaphorase resazurin-to-resorufin fluorescence, NADH, 16 min; bacterial (C. kluyveri) enzyme, not human; inhibition, % at 20 µM; 190,000 compounds, 0.69% hits;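 active means primary screen inhibition at 20 µM above a set limit, cut at about 50% in these data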;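 further: plate controls were DMSO with full reaction for no effect and wells lacking NADH for full effect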
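Assay system: diaphorase enzyme from Clostridium kluyveri; Input: enzyme working solution with 0.14 U/mL diaphorase; Timing: 16 min at room temperature; Technique: resorufin fluorescence, excitation 544 nm, emission 590 nm; Benchmarks: positive control minus NADH, DMSO neutral control.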
G6PDH CS: counter-screen for G6PDH assay hits: L. mesenteroides G6PDH inhibition | Purified L. mesenteroides G6PDH, diaphorase/resazurin coupled fluorescence, 45 min | inhibition, % at 5 µM | 200,000 compounds, 0.12% hits; in the data active means inhibition above about 50%
PPARg SRC3 recr: promotes SRC-3 coactivator recruitment by human PPARgamma; biochemical PPARgamma/SRC-3 coactivator recruitment assay; 200,000 compounds, 0.26% hits; activation, % at 8 µM; P37231; AID 731; in the data active means activation above about 23%;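 further: 0% = DMSO and 100% = reference agonist; some compounds past the cut are filed as inactive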
Diaphorase act: diaphorase activation or chemical reduction counter-screen | 190,000 compounds, 0.005% hits | Diaphorase/resazurin coupled assay, resorufin fluorescence, 16 min; stronger effect = higher value; 1 = vehicle wells, 0 = NADH-free wells | activation factor at 20 µM;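 active means diaphorase activity raised at least twofold by the compound at 20 µM; inactive means activation factor below 2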
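Material: Clostridium kluyveri diaphorase, purified enzyme; Quantity: enzyme 0.07 U/mL final; Medium: HEPES pH 7.4 buffer with MgCl2 and Tween 20; Dosing: single compound dose of 20 µM, 1% DMSO final; Schedule: 16 min reaction at room temperature; Measured by: red resorufin fluorescence at 544/590 nm excitation/emission.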
* = called active by the depositor. Rows are unselected; about 3.3% have a hit in one of these screens.

O=C(CSc1ccc2nnc(-c3cccc(F)c3)n2n1)NCC1CCCO1 (stereo not given) was read as PPARg SRC2 recr -8, PMI activator 0.9, TR-FRET SRC-2 ct 1620, ROMK primary 1.2, PPARg SRC-1 ag 3, PMI act hi M6P 1.7, S1P3 antagonist -14, Diaph inh CS 20, G6PDH CS -5, PPARg SRC3 recr -4 and Diaphorase act 0.8.
Screening Cc1ccc(Cc2cncc(O)c2)cc1S(=O)(=O)O returned PPARg SRC2 recr 0, PMI activator 0.9, TR-FRET SRC-2 ct 1419, ROMK primary -0.022, PPARg SRC-1 ag -6, PMI act hi M6P 1, S1P3 antagonist -10, Diaph inh CS 15, G6PDH CS 3, PPARg SRC3 recr 2 and Diaphorase act 0.8.
Screening COc1ccc(C(=O)N2CC(=O)N(CCc3ccccc3)C(=O)C2)cc1OC returned PPARg SRC2 recr 2, PMI activator 1, TR-FRET SRC-2 ct 1674, PPARg SRC-1 ag -5, PMI act hi M6P 1.1, S1P3 antagonist -6, Diaph inh CS 8, G6PDH CS 5, PPARg SRC3 recr 5 and Diaphorase act 0.9.
Screening O=C1c2ccccc2C(=O)N1Cc1ccccn1 returned PPARg SRC2 recr 2, PMI activator 1.1, TR-FRET SRC-2 ct 1556, ROMK primary 1.5, PPARg SRC-1 ag 3, PMI act hi M6P 1, S1P3 antagonist -36, Diaph inh CS -16, G6PDH CS 3, PPARg SRC3 recr 3 and Diaphorase act 1.2.
`CS(=O)(=O)c1ccc(C(=O)OCc2nnc(-c3ccccc3)o2)cc1[N+](=O)[O-]` gave PPARg SRC2 recr 0, PMI activator 1, TR-FRET SRC-2 ct 1687, ROMK primary 0.7, PPARg SRC-1 ag 4, PMI act hi M6P 1.1, S1P3 antagonist 5, Diaph inh CS 15, G6PDH CS -3, PPARg SRC3 recr 6 and Diaphorase act 0.8.
CSc1sc(C(=O)O)c(C)c1C(C)=O was read as PPARg SRC2 recr -6, PMI activator 1.1, TR-FRET SRC-2 ct 1456, ROMK primary 0.7, PPARg SRC-1 ag 3, PMI act hi M6P 1.1, Diaph inh CS -5, G6PDH CS 4, PPARg SRC3 recr -11 and Diaphorase act 1.1.
CCCN(CCC)CCCNC(=O)c1cn(CC)c2ccc(S(=O)(=O)N3CCc4ccccc4C3)cc2c1=O was read as PPARg SRC2 recr -4, PMI activator 1, TR-FRET SRC-2 ct 1467, ROMK primary -1.2, PPARg SRC-1 ag -6, PMI act hi M6P 1, S1P3 antagonist -10, Diaph inh CS 7, G6PDH CS 3, PPARg SRC3 recr -3 and Diaphorase act 0.9.
Screening CCN(CC(=O)NCCc1ccc(Cl)cc1)Cc1nc2ccccc2c(=O)[nH]1 returned PPARg SRC2 recr -2, PMI activator 0.8, TR-FRET SRC-2 ct 1492, ROMK primary -1, PPARg SRC-1 ag -1, PMI act hi M6P 1, S1P3 antagonist 8, Diaph inh CS 5, G6PDH CS 4, PPARg SRC3 recr -8 and Diaphorase act 1.
Screening COc1ccccc1-n1c(SCC(=O)NC(C)(C)C)nc(O)c(Cc2ccccc2)c1=O returned PPARg SRC2 recr 7, PMI activator 1, TR-FRET SRC-2 ct 1533, PPARg SRC-1 ag 0, PMI act hi M6P 1, Diaph inh CS 7, G6PDH CS 4, PPARg SRC3 recr -6 and Diaphorase act 0.9.
`CCC(=O)NCC(=O)OCC(=O)c1ccccc1` gave PPARg SRC2 recr 6, PMI activator 1, TR-FRET SRC-2 ct 1663, PPARg SRC-1 ag 6, PMI act hi M6P 1, Diaph inh CS 13, G6PDH CS 6, PPARg SRC3 recr 3 and Diaphorase act 0.9.
`COc1ccc(-c2nc(C#N)c(N3CCc4ccccc4C3)o2)cc1OC` gave PPARg SRC2 recr 4, PMI activator 0.9, TR-FRET SRC-2 ct 1537, PPARg SRC-1 ag 4, PMI act hi M6P 0.9, Diaph inh CS 20, G6PDH CS 7, PPARg SRC3 recr -1 and Diaphorase act 0.8.
`CCN1CCN(c2ccc(NC(=O)c3ccccc3F)cc2Cl)CC1` gave PPARg SRC2 recr 3, PMI activator 1.1, TR-FRET SRC-2 ct 1635, ROMK primary -0.65, PPARg SRC-1 ag 11, PMI act hi M6P 1.1, S1P3 antagonist 3, Diaph inh CS 3, G6PDH CS 2, PPARg SRC3 recr 0 and Diaphorase act 1.
O=C(O)Cn1c(CC(=O)N2CCCC2)nc2ccccc21 was read as PPARg SRC2 recr -1, PMI activator 0.9, TR-FRET SRC-2 ct 1471, PPARg SRC-1 ag -2, PMI act hi M6P 1, S1P3 antagonist -4, Diaph inh CS 8, G6PDH CS -6, PPARg SRC3 recr 10 and Diaphorase act 0.9.
For COc1ccc(CCNC(=O)C2CCCN(c3nn4c(=O)cc(C)nc4s3)C2)cc1OC (stereo not given) the results were PPARg SRC2 recr 10, PMI activator 1, TR-FRET SRC-2 ct 1629, PPARg SRC-1 ag 1, PMI act hi M6P 0.9, S1P3 antagonist 2, Diaph inh CS 0, G6PDH CS 7, PPARg SRC3 recr 9 and Diaphorase act 1.
Screening OC(CNc1ccccc1)Cn1ccc2ccccc21 (stereo not given) returned PPARg SRC2 recr -1, PMI activator 0.9, TR-FRET SRC-2 ct 1775, ROMK primary -1, PPARg SRC-1 ag 6, PMI act hi M6P 0.9, S1P3 antagonist 2, Diaph inh CS 26, G6PDH CS 11, PPARg SRC3 recr 1 and Diaphorase act 0.7.
For Cc1ccsc1/C=C(\C(=O)c1ccc(OC(C)C)cc1)c1nc2ccccc2o1 the results were PPARg SRC2 recr 0, PMI activator 0.9, TR-FRET SRC-2 ct 1614, ROMK primary 0.45, PPARg SRC-1 ag 1, PMI act hi M6P 0.6, S1P3 antagonist 1, Diaph inh CS 9, G6PDH CS -3, PPARg SRC3 recr 0 and Diaphorase act 0.9.
`CCO[C@H]1OC(C(=O)N2CCOCC2)=C[C@@H](c2ccc(Br)cc2)[C@@H]1CCCO` gave PPARg SRC2 recr 1, PMI activator 0.8, TR-FRET SRC-2 ct 1538, PPARg SRC-1 ag -3, PMI act hi M6P 0.9, S1P3 antagonist -20, Diaph inh CS 10, G6PDH CS 18, PPARg SRC3 recr -1 and Diaphorase act 0.9.
CCC(=O)C1CCCN(C(=O)c2ccc(OC3CCN(C(=O)c4cccnc4)CC3)cc2)C1 (stereo not given) was read as PPARg SRC2 recr 0, PMI activator 1, TR-FRET SRC-2 ct 1726, ROMK primary -0.8, PPARg SRC-1 ag 2, PMI act hi M6P 1, S1P3 antagonist -3, Diaph inh CS 14, G6PDH CS 6, PPARg SRC3 recr 0 and Diaphorase act 0.9.
Screening O=C(/C=C/c1c(Cl)cccc1Cl)NCCc1ccccc1 returned PPARg SRC2 recr 7, PMI activator 1.1, TR-FRET SRC-2 ct 1707, ROMK primary -0.28, PPARg SRC-1 ag 7, PMI act hi M6P 1, Diaph inh CS 6, G6PDH CS -1, PPARg SRC3 recr 5 and Diaphorase act 0.9.
CN(C)S(=O)(=O)c1ccc(NC(=O)CN2CCN(C(c3ccccc3)c3ccccc3)CC2)cc1 was read as PPARg SRC2 recr 0, PMI activator 1, TR-FRET SRC-2 ct 1742, PPARg SRC-1 ag -5, PMI act hi M6P 1, Diaph inh CS 2, G6PDH CS 0, PPARg SRC3 recr 4 and Diaphorase act 1.
COC(=O)C1=C(COc2ccc(C=O)cc2OC)NC(=O)NC1c1cc(C)ccc1C (stereo not given) was read as PPARg SRC2 recr 4, PMI activator 0.7, TR-FRET SRC-2 ct 1465, ROMK primary -0.28, PPARg SRC-1 ag -1, PMI act hi M6P 0.9, S1P3 antagonist 2, Diaph inh CS 20, G6PDH CS 12, PPARg SRC3 recr 3 and Diaphorase act 0.8.
For CCc1c(O)nc(SCC(=O)NCc2ccco2)[nH]c1=O the results were PPARg SRC2 recr -10, PMI activator 1, TR-FRET SRC-2 ct 1447, ROMK primary 0.25, PPARg SRC-1 ag -2, PMI act hi M6P 1, S1P3 antagonist -3, Diaph inh CS 14, G6PDH CS 0, PPARg SRC3 recr -7 and Diaphorase act 0.9.
COc1ccc(CNC(=O)CN(Cc2ccc(Cl)cc2)S(C)(=O)=O)cc1 was read as PPARg SRC2 recr 4, PMI activator 0.9, TR-FRET SRC-2 ct 1646, ROMK primary -1.7, PPARg SRC-1 ag 6, PMI act hi M6P 0.9, S1P3 antagonist -7, Diaph inh CS 12, G6PDH CS 6, PPARg SRC3 recr 4 and Diaphorase act 0.9.
Screening CCOC(=O)c1c(N)sc2c(OCC)c(Br)ccc12 returned PPARg SRC2 recr 7, PMI activator 0.9, TR-FRET SRC-2 ct 1439, ROMK primary 0.12, PPARg SRC-1 ag 4, PMI act hi M6P 0.8, Diaph inh CS 27, G6PDH CS 4, PPARg SRC3 recr 11 and Diaphorase act 0.7.
Screening Cc1nnc(N/N=C/c2cccc(OCc3ccc(Cl)c(Cl)c3)c2)n1N returned PPARg SRC2 recr -2, PMI activator 1, TR-FRET SRC-2 ct 1730, PPARg SRC-1 ag 10, PMI act hi M6P 0.8, S1P3 antagonist -31, Diaph inh CS 20, G6PDH CS -20, PPARg SRC3 recr -10 and Diaphorase act 0.8.
For CCOc1ccc(Nc2oc(-c3ccccc3Cl)nc2C#N)cc1 the results were PPARg SRC2 recr 9, PMI activator 1, TR-FRET SRC-2 ct 1622, ROMK primary 0.036, PPARg SRC-1 ag -5, PMI act hi M6P 1.1, Diaph inh CS 0, G6PDH CS 0, PPARg SRC3 recr 11 and Diaphorase act 1.
For Cc1nc(SCC(=O)Nc2ccc3c(c2)OCCO3)nc(C)c1C the results were PPARg SRC2 recr 5, PMI activator 0.9, TR-FRET SRC-2 ct 1614, ROMK primary -0.32, PPARg SRC-1 ag 1, PMI act hi M6P 1, S1P3 antagonist -20, Diaph inh CS 25, G6PDH CS 3, PPARg SRC3 recr 0 and Diaphorase act 0.8.
For CCOC(=O)c1cccc(NC(=O)c2ccccc2C)c1 the results were PPARg SRC2 recr 7, PMI activator 1, TR-FRET SRC-2 ct 1514, ROMK primary -0.075, PPARg SRC-1 ag 6, PMI act hi M6P 1, S1P3 antagonist -9, Diaph inh CS 12, G6PDH CS 7, PPARg SRC3 recr 2 and Diaphorase act 0.9.

Assay outcomes as filed in PubChem BioAssay.
